mouse EphA4 binding: inhibitors of EphA4 binding to KYL peptide, primary screen, biochemical, colorimetric, mouse EphA4 (AID 689); inhibition, % at 10 µM; hits with a dose series show IC50 in µM; 62,000 tested, 0.1% active; EphA4-AP binding to KYL peptide, pNPP A405; higher % means a stronger effect; in the data active means a potency from the dose series; inactive means the rest, 99 in 100 with inhibition below about 22%
* hit, by the source's call; & = joins results of further samples. Some of the compounds tested. The share of hits here may be higher or lower than overall.

SMILES	mouse EphA4 binding
Nc1[nH]nc2nc(N3CCOCC3)nc(-c3ccccc3)c12	21%
Cc1nnc(-c2cnn(-c3ccccc3)c2N)n1Cc1ccncc1	-4%
COc1ccc(NC(=O)c2cc(=O)c3ccccc3o2)cn1	-12%
CCOCC(=O)Nc1cc(C(=O)Nc2ccccc2)ccc1Cl	-21%
OCC(CO)C(c1ccccc1)c1ccccc1	1%
Cc1ccc(S(=O)(=O)N2CCC(C(=O)N[C@H](C(=O)N3CCN(C)CC3)C(C)C)CC2)cc1	-26%
COc1ccc(N=C2SC(C(=O)O)CC(=O)N2C)cc1 (stereo not drawn)	-10%
CCOc1ccc(OCCN2C(=O)NC3(CCCc4ccccc43)C2=O)cc1 (stereo not drawn)	-10%
COc1cc2nc(-c3cccc(Br)c3)oc(=O)c2cc1OC	-4%
O=C(c1ccncc1)c1ccc(NS(=O)(=O)c2ccc(Br)s2)cc1	6%
O=C(CSc1nnc(-c2c[nH]c3ccccc23)o1)N1c2ccccc2CCc2ccccc21	10%
Cc1ccccc1N(C(=O)Cc1ccsc1)C(C(=O)NC1CCCCC1)c1ccc(F)cc1 (stereo not drawn)	-8%
COc1cccc(-n2c(SCC(=O)N3CCOCC3)nnc2-c2c[nH]c3ccccc23)c1	-14%
O=[N+]([O-])c1cccc(/C=C/c2nc(C=Nc3ccc4ccccc4c3)c(O)o2)c1	-14%
COc1ccc(N(CC(=O)Nc2ccc(C(C)C)cc2)S(=O)(=O)c2ccccc2)cc1	-5%
COc1ccc(/C(O)=C2\C(=O)C(=O)N(c3cc(C)on3)C2c2ccc(OC)c(OC)c2)cc1OC (stereo not drawn)	-16%
CCCCCC1CC1C(=O)N/N=C/c1ccc(N(C)C)cc1 (stereo not drawn)	-8%
Cc1cc(C)n(CC(O)COc2ccccc2C(=O)Nc2ccccc2)n1 (stereo not drawn)	-10%
O=C1c2ccccc2C(=O)N1Cc1nc(-c2ccccc2)no1	-4%
CCOC(=O)C1CCN(C(=O)C2CCN(c3nc4ccc(OC)cc4s3)CC2)CC1	0%
CN(C)c1oc(-c2cccs2)nc1C#N	1%
COc1ccc(/C=N/NC(=O)c2ccc(COc3ccccc3Cl)o2)cc1	-10%
O=C(Nc1ccccc1)c1ccc(CSc2ncccn2)cc1	-5%
COc1ccc(OC)c(-c2cc(C(=O)N3CCN(c4ccccc4)CC3)no2)c1	2%
CCN(CCO)Cc1csc2c(Br)cccc12	-10%
N#Cc1c(N)nc(-c2ccccc2)nc1-c1ccccc1	-9%
COC(=O)CSc1nc(NC#N)nc(NC(C)C)n1	-15%
O=C1NC(=O)N(c2cccc(F)c2)C(=O)/C1=C/c1ccc(O)c(Cl)c1	-4%
CC(C)OC(=O)c1nnc(Cc2ccc(F)cc2)o1	-10%
CCOc1ccc(C(C)=O)cc1Cn1nc(C(=O)O)c2ccccc2c1=O	-7%
CC(=O)CCc1c(C)[nH]c2c(Cl)cccc2c1=S	-8%
O=S(=O)(c1ccc2ccccc2c1)N(CC(O)CN1CCOCC1)c1ccccc1 (stereo not drawn)	-16%
CC(=O)N1CCc2cc(C(=O)CN3CCN(c4cccc(Cl)c4)CC3)ccc21	2%
Cc1ccccc1CS(=O)(=O)Cc1ccc(C(=O)N2CCOCC2)o1	-16%
O=C(COC(=O)c1ccccc1OCc1ccccc1Cl)NC1CC1	-3%
Nc1c(Cl)cc(N2C(=O)C3C4c5ccccc5C(c5ccccc54)C3C2=O)cc1Cl (stereo not drawn)	8%
CCCCNC(=S)NNC(=O)c1cc(C)on1	6%
Cc1ccc(/C=C2/SC(=S)N(CC(=O)Nc3ncc(Cc4ccc(C)cc4)s3)C2=O)cc1	6%&4%
CCOC(=O)CSc1cc(CS(=O)(=O)c2ccccc2)nc(-c2ccccc2)n1	-2%
Cc1ccc(CNC(=O)CN2CCN(Cc3ccc(C)cc3)C2=O)cc1	1%
COc1ccc(S(=O)(=O)N2CCN(C(=O)c3cccc(OC)c3)CC2)cc1	-6%
COc1ccc(C(=O)/C=C/Nc2ccc(Cl)c([N+](=O)[O-])c2)cc1	-1%
COc1cccc(/C=C2/C(=O)NN(c3ccc(I)cc3)C2=O)c1	-4%
COc1ccc2[nH]c(=O)c(CN(CCc3ccccc3)Cc3nnnn3CC3CCCO3)cc2c1 (stereo not drawn)	-12%
O=C(Nc1nc2ccccc2n1CCN1CCCC1)c1ccc(Cl)cc1	-6%
O=C(Cc1cccs1)N1CCC(c2nc3c(nnn3Cc3ccccc3)c(=O)[nH]2)CC1	18%
CCOc1ccc(C(=O)Nc2ccc(NC(=O)c3cccc(Cl)c3)cc2)cc1	9%
O=C(Nc1cccnc1)c1ccc(COc2cc(Cl)ccc2Cl)o1	-11%
O=C(CSc1nc2ccccc2nc1SCC(=O)N1CCCCC1)N1CCCCC1	12%
CCOc1ccc(-c2nnn(CC(=O)c3cc(OC)ccc3OC)n2)cc1	-8%
The results go on:
SMILES	mouse EphA4 binding
CN(C)c1nc(N)nc(/C(C#N)=C/C2CC3C=CC2C3)n1 (stereo not drawn)	12%
Cc1cc(NC(=O)c2cccc(N3C(=O)CCC3=O)c2)no1	-11%
O=C(CCc1ccccc1)NNC(=S)NC(=O)c1ccccc1	-9%
COC(=O)c1ccc(CN2CCN(Cc3ccc(C(=O)OC)o3)CC2)o1	6%
COc1ccc(C2Nc3ccccc3C(=O)N2c2ccc(Cl)cc2)cc1OC (stereo not drawn)	-5%
COCCOC(=O)C1=C(N)Oc2c(oc(CO)cc2=O)C1c1c(F)cccc1Cl (stereo not drawn)	5%
Nc1ccc2nc(-c3ccccc3)[nH]c2c1	-6%
CCn1c(=O)c2c3c(sc2n2c(=S)[nH]nc12)CCC3	-4%
COc1ccccc1C(=O)N(Cc1nc(-c2ccc(Cl)cc2)no1)C(C)C	4%
Cc1csc(=S)n1-c1ccccc1	-7%
CCC(C)NS(=O)(=O)c1ccc(NC(=O)c2c(-c3ccccc3)noc2C)cc1 (stereo not drawn)	-5%
CCOc1cc(CNCCCN2CCOCC2)cc(Br)c1OCC(=O)Nc1cccc(C(F)(F)F)c1	-9%
CCCn1nc2cc(C(=O)NCc3ccccc3)ccc2c1OCC	10%
O=C(CCCCCn1c(=S)[nH]c2ccccc2c1=O)NCc1ccc2c(c1)OCO2	-6%
CC(C)(C)NC(=O)c1ccc(-c2ccc(Cl)cc2)o1	4%
Cc1cc(=O)n2c3c(sc2n1)C(=O)N(Cc1ccccc1)C3=O	19%
COc1ccccc1OCCNC(=O)c1ccc(S(=O)(=O)N(C)C)cc1	-8%
CC(C)CCn1nnnc1C(c1ccc(F)cc1)N1CCC(C(N)=O)CC1 (stereo not drawn)	-25%
CC1(C)CC(=O)C2=C(C1)N(Cc1cccnc1)C(=O)C2(NC(=O)c1ccc(F)cc1)C(F)(F)F (stereo not drawn)	4%
COc1ccc(OC)c(C2C(C(=O)Nc3nc4ccccc4s3)=C(C)NC3=C2C(=O)CCC3)c1 (stereo not drawn)	-4%
N#Cc1c(-c2ccccc2)cc(C2CC2)nc1N	-4%
Cc1ccc(-n2nc3c(c2NC(=O)c2ccc(S(=O)(=O)N4CCOCC4)cc2)CSC3)c(C)c1	6%
COc1cccc(-n2nnc3c(=O)n(Cc4ccc(Cl)cc4)cnc32)c1	0%
Cc1cc(C(F)(F)F)n2nc(-c3cnn(C)c3C(F)(F)F)cc2n1	-6%
CCOC(=O)C1CCN(S(=O)(=O)C(F)(F)c2nc3ccccc3s2)CC1	-5%
CCOC(=O)Cn1cnc2c(C#N)c3n(c2c1=O)CCCCC3	-6%
CCCCOc1ccccc1C(=O)NCCCCCC(=O)O	-19%
CC(NC(=O)Cn1c(=O)oc2cc(S(=O)(=O)N3CCCC3)ccc21)c1ccccc1 (stereo not drawn)	3%
S=c1[nH]nc(-c2ccncc2)n1Cc1ccccc1	5%
CC(CCc1ccccc1)Nc1cc(N2CCN(S(=O)(=O)c3ccccc3)CC2)ccc1[N+](=O)[O-] (stereo not drawn)	-18%
COc1nc(NCCC2=CCCCC2)nc(OC)n1	0%
Cn1ccnc1SCC(=O)Nc1sccc1C#N	0%
O=C(Cn1cnc2ccccc2c1=O)N1CCOCC1	-3%
CC1CCN(S(=O)(=O)c2ccc(Oc3ccc([N+](=O)[O-])cc3)cc2)CC1	-4%
CC(C)CN=c1cc(-c2ccccc2)oc2ccc(Cl)cc12	-10%
O=C(Nc1ccc2oc(-c3ccc(F)cc3)nc2c1)c1ccccc1F	-16%
COC(=O)c1ccc2c(=O)n(CCCCCC(=O)N3CCN(c4ccccc4)CC3)c(=O)[nH]c2c1	-3%
Cc1ccc(S(=O)(=O)Nc2ccc(=O)n(Cc3ccc(Cl)c(Cl)c3)c2)cc1	2%
COC(=O)Cn1c(=N)n(CCN2CCCCC2)c2ccccc21	-14%
O=C(CCOc1ccccc1)Nc1ccc(S(=O)(=O)N2CCCC2)cc1	9%
COc1ccc(CCNC(=O)C2CCN(S(=O)(=O)N3CCCCCC3)CC2)cc1OC	21%
CCOC(=O)c1c(C)nc2c(c1-c1ccccc1)C(=O)c1ccccc1-2	-4%
O=C(CSc1nnc(-c2ccccc2)o1)Nc1ccccc1F	8%
COc1cc(C2C(C(=O)c3sc(C)nc3C)=C(O)C(=O)N2CCN(C)C)cc(OC)c1OC (stereo not drawn)	3%
Cc1ccc(CNC(=O)C2CCCN(S(C)(=O)=O)C2)cc1 (stereo not drawn)	-1%
CC1(C(=O)NC2CCCCCCC2)CCC(=O)N1Cc1cccnc1 (stereo not drawn)	-10%
O=c1nc(-c2ccccc2)c2cc(OC(F)(F)F)ccc2[nH]1	-12%
O=C(/C=C/c1ccccc1Cl)NCCc1ccccc1	-17%
CCCC(=O)NCc1cc(-c2nn(C)c(=O)c3ccccc23)ccc1C	-4%
COc1ccccc1N1CCN(C(=O)c2cc3n(n2)C(C(F)(F)F)CC(c2ccc(Cl)c(Cl)c2)N3)CC1 (stereo not drawn)	0%
The list goes on.
SMILES	mouse EphA4 binding
C/C(CC(=O)NC1CCCC1)=N\NC(=O)Cc1cccs1	-3%
Cc1ccc2nc3ccc(N4CCCC4)nn3c(=O)c2c1	-7%
COc1cc(C2CC(=O)NC3=C2C(=O)CC(C)(C)C3)cc(OC)c1O (stereo not drawn)	-8%
COc1ccc(/C=C/C(=O)Nc2sc3c(c2C(=O)NCc2cccnc2)CCCC3)cc1	-7%
CCOC(=O)CSc1nc2ccccc2c(=O)n1CCC(=O)NCCc1ccc(OC)c(OC)c1	-6%
CC(C)=CC(=O)OCC(=O)Nc1ccccc1Cl	-1%
Cc1ccc(C(=O)C(OC(=O)CNS(=O)(=O)c2ccccc2)c2ccccc2)cc1 (stereo not drawn)	-7%
CC(C)n1c(SCC(N)=O)nc2c1c(=O)n(C)c(=O)n2C	-13%
O=C(Cn1cnc2c(cnn2-c2ccc(Cl)cc2)c1=O)NCC1CCCO1 (stereo not drawn)	-8%
CC(C)C(=O)Nc1ccc(C(=O)Nc2ccccc2C(=O)O)cc1	-4%

Arranged by count of non-hydrogen atoms (high to low): 15 of the compounds above.
SMILES	mouse EphA4 binding
COc1ccccc1N1CCN(C(=O)c2cc3n(n2)C(C(F)(F)F)CC(c2ccc(Cl)c(Cl)c2)N3)CC1 (stereo not drawn)	0%
CCOC(=O)CSc1nc2ccccc2c(=O)n1CCC(=O)NCCc1ccc(OC)c(OC)c1	-6%
COc1cc(C2C(C(=O)c3sc(C)nc3C)=C(O)C(=O)N2CCN(C)C)cc(OC)c1OC (stereo not drawn)	3%
COc1ccc(/C=C/C(=O)Nc2sc3c(c2C(=O)NCc2cccnc2)CCCC3)cc1	-7%
COc1ccc(CCNC(=O)C2CCN(S(=O)(=O)N3CCCCCC3)CC2)cc1OC	21%
Cc1ccc(C(=O)C(OC(=O)CNS(=O)(=O)c2ccccc2)c2ccccc2)cc1 (stereo not drawn)	-7%
O=C(Cn1cnc2c(cnn2-c2ccc(Cl)cc2)c1=O)NCC1CCCO1 (stereo not drawn)	-8%
O=C(CCOc1ccccc1)Nc1ccc(S(=O)(=O)N2CCCC2)cc1	9%
CC1(C(=O)NC2CCCCCCC2)CCC(=O)N1Cc1cccnc1 (stereo not drawn)	-10%
CC(C)C(=O)Nc1ccc(C(=O)Nc2ccccc2C(=O)O)cc1	-4%
O=C(CSc1nnc(-c2ccccc2)o1)Nc1ccccc1F	8%
O=c1nc(-c2ccccc2)c2cc(OC(F)(F)F)ccc2[nH]1	-12%
Cc1ccc(CNC(=O)C2CCCN(S(C)(=O)=O)C2)cc1 (stereo not drawn)	-1%
O=C(/C=C/c1ccccc1Cl)NCCc1ccccc1	-17%
CC(C)=CC(=O)OCC(=O)Nc1ccccc1Cl	-1%

Next section.
SMILES	mouse EphA4 binding
O=c1oc2c(Cl)cc(Cl)cc2cc1-c1nnc(Nc2ccccc2F)s1	-1%
CN1CCN(C(=O)c2ccc3c(c2)NC(=O)C(C)(C)O3)CC1	-9%
CCn1c(SCC(=O)C(C)(C)C)nnc1-c1ccccc1OC	-2%
OCCN=Cc1c2ccc[nH]c-2c2ccccc12	0%
CC(C)c1nnc(NC(=O)CSc2ncn[nH]2)s1	-1%&-6%
COc1ccccc1-c1nn2c(-c3ccc(C(C)(C)C)cc3)nnc2s1	0%
O=C(CCC1N=C2c3ccccc3N=C(SCc3ccc(Cl)cc3)N2C1=O)NCc1ccco1 (stereo not drawn)	-6%
COc1ccc(N(Cc2cc3ccc(C)cc3[nH]c2=O)C(C)=O)cc1	-7%
CC1CC(C)(C)Nc2ccc(OC(=O)c3ccco3)cc21 (stereo not drawn)	3%
CC1CN(Cc2nc3c(c(=O)n(C)c(=O)n3C)n2Cc2ccccc2)CC(C)O1 (stereo not drawn)	-6%
O=C(COc1ccc(Cl)cc1Cl)N1CCCC1	-10%
Cc1ccc(OCC(=O)Nc2ccc(I)cc2Cl)cc1	2%
Fc1ccc(CNc2nc3ccccc3n3nnnc23)cc1	-12%

Two compounds picked at random from the list so far, as already listed:
SMILES	mouse EphA4 binding
CC(C)c1nnc(NC(=O)CSc2ncn[nH]2)s1	-1%&-6%
O=C(CCC1N=C2c3ccccc3N=C(SCc3ccc(Cl)cc3)N2C1=O)NCc1ccco1 (stereo not drawn)	-6%
